PKA-R2B act: PKA-R2B complex activation. P22694+P31323. PKA-R2B holoenzyme dissociation, Cy5-IP20 fluorescence polarization; R2B truncated from residue 108, S112A mutant; 0% DMSO only, 100% 113 µM cGMP. activation, % at 11.4 µM. 0.079% of 340,000 active;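 active means activation above a cutoff set at the mean over all compounds plus 3 SD, cut at about 18% in these data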;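 further: higher means more holoenzyme dissociation and a rise in polarization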
CDK5 p35 inh: inhibitors of human CDK5/p35 kinase; Q00535+Q15078; 0.01% of 330,000 active; inhibition, % at 10 µM; Recombinant CDK5/p35, ADP-Glo luminescence, 60 min;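 active means highest replicate inhibition of at least 50% and at least 75% of replicates reaching 50%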;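 further: plate controls were DMSO neutral control for no effect and GW8510 at 10 µM for full effect; many of its hits are not listed in these tables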
Target sequence (Q00535 whole entry, looked up): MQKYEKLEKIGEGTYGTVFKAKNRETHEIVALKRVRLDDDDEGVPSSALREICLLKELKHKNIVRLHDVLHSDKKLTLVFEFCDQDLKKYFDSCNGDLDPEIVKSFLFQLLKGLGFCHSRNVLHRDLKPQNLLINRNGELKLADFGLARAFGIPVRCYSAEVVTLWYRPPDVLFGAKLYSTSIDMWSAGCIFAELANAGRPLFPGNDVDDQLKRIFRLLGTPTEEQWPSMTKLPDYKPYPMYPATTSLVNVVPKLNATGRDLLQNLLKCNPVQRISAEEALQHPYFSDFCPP
Target sequence (Q15078 whole entry, looked up): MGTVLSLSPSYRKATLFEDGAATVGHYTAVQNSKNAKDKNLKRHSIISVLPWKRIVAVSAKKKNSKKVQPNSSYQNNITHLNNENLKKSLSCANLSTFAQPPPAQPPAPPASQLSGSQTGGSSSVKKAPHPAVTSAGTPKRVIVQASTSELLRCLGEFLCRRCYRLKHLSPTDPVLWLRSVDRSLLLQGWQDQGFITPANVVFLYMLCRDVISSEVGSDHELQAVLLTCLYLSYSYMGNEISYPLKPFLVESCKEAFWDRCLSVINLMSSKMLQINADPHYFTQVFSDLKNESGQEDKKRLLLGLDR
Pemphigus Ab inh: blocks pemphigus antibody binding to human desmoglein-3 | P32926 | DSG3-coupled beads, scFv-anti-DSG3-GFP binding, flow cytometry; stronger effect = lower value | binding (percent of control), % at 10 µM | 0.48% of 310,000 active | AID 588358;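 active means binding more than 3 SD below its plate's average and above zero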;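 further: hits lower antibody fragment binding to DSG3; some compounds called inactive have numbers as strong as hits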
MITF TRPM1 HTS: MITF TRPM1 promoter activation in melanoma cells. SK-MEL-5 TRPM1-promoter luciferase, 24 h; % of positive control, neutral wells = 0. activation, % at 12.5 µM. 0.75% of 300,000 active. AID 588334;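 active means mean activation of at least 80% with every replicate also reaching 80%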;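 further: 0% = neutral control wells and 100% = parthenolide positive control wells; values of inactives mirror those of a sister screen read the other way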
SR-BI DiI-HDL act: activators of SR-BI mediated HDL lipid uptake. AID 504775. CHO ldlA[mSR-BI] cells, DiI-HDL uptake fluorescence, 3 h; 100 = double the neutral-control signal. activation, % at 12.5 µM. 0.096% of 320,000 active;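 active means mean replicate activation of at least 60% and every replicate at or above 60%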;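 further: 0% = median plate neutral-control signal and 100% = twice that signal; values of inactives mirror those of a sister screen read the other way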
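Material: SR-BI-overexpressing, LDLR-lacking CHO cells | Dosing: Single compound concentration, delivered by pin transfer | Probe or stimulus: Labelled HDL, 10 µg/mL | Signal: Bottom-read cell fluorescence after medium removal, ex 550/em 595 nm | Schedule: 3 h, 37 °C | Evaluation: HDL uptake via cellular fluorescence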
Arrestin-AP2 inh: blocks beta-arrestin peptide binding to AP2 adaptin | FITC-arrestin peptide / GST-AP2 beads, flow cytometry; AP2 beta2 appendage carries R879A mutation | inhibition, % at 10 µM | 0.31% of 340,000 active | AID 504490;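 active means inhibition above a set limit, near 3 SD of compounds lacking own fluorescence, cut at about 54% in these data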;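 further: plate controls were DMSO wells for no effect and 5 µM unlabelled arrestin peptide for full effect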
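System: GST-AP2 R879A bound to glutathione beads, E. coli-expressed. Also added: 50 nM FITC-arrestin peptide. Schedule: compound with beads 12 min RT, then probe 1 h RT. Signal: bead flow cytometry, FITC channel. Read-out basis: percent response.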
PKA-R1A activ: activates the PKA-R1A holoenzyme complex; P00514+P68181; PKA-R1A dissociation, Cy5-IP20 fluorescence polarization; scaled: DMSO 0%, 113 µM cGMP 100%; activation, % at 11.4 µM; 0.083% of 340,000 active; AID 504707;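 active means percent activation above the mean of all tested compounds plus 3 SD, cut at about 19% in these data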;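 further: higher means more PKAc released from R1A so a rise in polarization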
SUMO Mot1 rescue: inhibitors of SUMOylation pathway: yeast Mot1-301 growth rescue; S. cerevisiae Mot1-301 growth rescue, ATP luminescence, 38.5C; percent above DMSO median, 100 means doubled; growth rescue, % at 18.8 µM; 1% of 320,000 active;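 active means every valid replicate shows activation above 250% relative to neutral control wells; inactive means the rest, any valid replicate at or below 250%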;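 further: OY570 slx delta 5 strain wells were the positive control but not used for scaling; some compounds called inactive have numbers as strong as hits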
dFosB activator: enhances mouse delta FosB homodimer DNA binding; purified delta FosB, TAMRA-CDK5 oligo fluorescence polarization; percent of positive-control signal above neutral wells; activation, % at 25 µM; 0.99% of 340,000 active; AID 493131;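 active means mean activation above about 17%, with every replicate also reaching it, limit read from the data, passing the limit was not always enough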;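 further: fluorescence polarization rise as delta FosB binds a TAMRA Cdk5 AP-1 oligo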
Target sequence (P13346 whole entry, looked up): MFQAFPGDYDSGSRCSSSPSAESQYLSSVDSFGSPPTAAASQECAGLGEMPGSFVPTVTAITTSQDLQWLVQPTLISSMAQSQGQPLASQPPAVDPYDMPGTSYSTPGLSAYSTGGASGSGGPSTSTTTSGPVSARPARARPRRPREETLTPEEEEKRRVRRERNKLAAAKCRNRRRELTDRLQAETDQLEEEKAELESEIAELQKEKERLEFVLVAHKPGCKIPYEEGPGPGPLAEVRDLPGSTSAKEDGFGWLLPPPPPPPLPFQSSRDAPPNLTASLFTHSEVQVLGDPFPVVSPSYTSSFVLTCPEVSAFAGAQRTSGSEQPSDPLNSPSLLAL
NSD2 inh: inhibitors of human histone methyltransferase NSD2 | O96028 | NSD2 peptide methylation, AlphaScreen, 120 min | AID 743445 | inhibition, % at 12.5 µM | 0.54% of 310,000 active; in the data active means inhibition above about 50%
SR-BI DiI inh: inhibitors of mouse SR-BI mediated HDL lipid uptake; ldlA[mSR-BI] CHO cells, DiI-HDL uptake fluorescence, 3 h; AID 488896; inhibition, % at 12.5 µM; 0.96% of 320,000 active; Q61009;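 active means mean replicate inhibition of at least 70% and a set share of replicates each scoring 70 or more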;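 further: 0% = median of neutral control wells and 100% = median of positive control wells; values of inactives mirror those of a sister screen read the other way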
Starred values were filed as active, the others as inactive; / = no result given.

compound,PKA-R2B act,CDK5 p35 inh,Pemphigus Ab inh,MITF TRPM1 HTS,SR-BI DiI-HDL act,Arrestin-AP2 inh,PKA-R1A activ,SUMO Mot1 rescue,dFosB activator,NSD2 inh,SR-BI DiI inh
COc1cc2c(C(=O)N3CCN(c4cccc(Cl)c4)CC3)cn(CC(C)C)c(=O)c2cc1OC,-3,-4.1,106,/,-25,4,-8,5,-14,2,25
COc1ccc(-c2cc(C(=O)NC3CCCC3)no2)cc1OC,-11,-0.7,103,46,-16,-7,-3,5,-4,4,16
O=c1[nH]c(CSc2ncnc3sccc23)nc2ccccc12,-11,0.6,101,24,-4,-1,2,27,-14,5,4
O=C(O)c1c(-c2ccccc2)c2oc3ccccc3c2[nH]c1=O,-8,1.6,99,/,5,3,-8,51,-2,2,-5
CCCCCOc1ccc(NC(=O)C(=O)NCCCn2ccnc2)cc1,-4,-1.6,95,/,3,-8,-5,8,12,-3,-3
CC(NC(=O)Cn1cc2c(n1)CCCCC2)c1ccccc1 (centres undefined),5,-0.3,111,-2,-4,22,-6,3,2,/,4
Cc1ccc(/C=C/C(=O)Nc2cc(C)on2)cc1,-10,-0.8,101,75,3,-5,3,/,5,-1,-3
CCOc1ccccc1C(=O)NCCCCCC(=O)O,-5,-1.9,112,9,5,4,-2,-7,5,-1,-5
O=C(N/N=C/c1cc(Br)ccc1O)C(c1ccncc1)N1CCOCC1 (centres undefined),-3,-1.1,97,-36,23,27,-2,15,-6,-7,-23
O=C(NNC(=S)Nc1ccc(OC(F)F)cc1)c1cc2c(s1)CCCC2,4,-1.2,/,3,27,31,-9,208,-11,17,-27
CCCC1=C(C(=O)OCC)C(c2ccncc2)n2ncnc2N1 (centres undefined),5,3.0,104,5,-2,-1,-6,2,-1,20,2
C(#Cc1ccccc1)C[N+]1(CC#Cc2cccc3ccccc23)CCCC1,2,-2.0,116,-61,-23,0,11,-5,-8,8,23
O=C(Nc1cccc(Cl)c1)Nc1ccccc1-n1ccnc1,10,-2.1,88,-4,-35,4,-2,-1,-7,-3,35
CCC1(c2ccccc2)NC(=O)N(CC(=O)Nc2cc(S(=O)(=O)N3CCCCC3)ccc2N(C)C)C1=O (centres undefined),-15,0.3,98,-3,-5,-10,-1,8,-6,0,5
CCOC(=O)c1sc2nc(-c3ccccc3)ccc2c1N,2,1.5,/,36,12,3,-8,0,-1,-1,-12
O=S(=O)(c1ccc(Sc2nnc3ccccn23)nc1)N1CCOCC1,1,0.0,104,/,22,-5,6,99,-2,1,-22
CC(=O)C[C@@H](O)CC(=O)[C@@H]1OC(=O)[C@H](C)CCCCc2ccccc21,2,0.7,103,-3,6,22,-7,/,0,/,-6
O=C(NCc1ccco1)c1ccc(F)c(S(=O)(=O)N2CCCCC2)c1,0,0.1,102,0,-6,21,-2,-12,-4,-1,6
Cc1cc(=O)[nH]c(SCC(=O)Nc2ccccc2[N+](=O)[O-])n1,-7,-2.4,89,-9,/,-4,-5,-7,-9,0,/
O=C(O)c1cc(N2N=C(C(F)(F)F)/C(=C/C=C/c3ccco3)C2=O)ccc1Cl,-4,-16,71,-15,-32,-12,4,/,-8,/,32
CCOc1ccc(C(=O)NCC(C)CN(C)C)cc1OCC (centres undefined),-3,0.7,96,/,10,30,-1,-18,2,0,-10
Cc1cc(C)cc(CC2CC(=O)N(c3cc(C)ccc3C)C2=O)c1 (centres undefined),-3,1.6,94,-3,-20,-12,3,96,-11,-10,20
CCOC(=O)[C@@H]1[C@H]2COc3ccccc3[C@H]2N2C(=O)N(c3ccc(C(F)(F)F)cc3)C(=O)[C@]12C,-8,-0.9,105,-7,10,-1,-3,-19,-3,/,-10
COC(=O)CN1C(C)=Nc2ccc(C)cc2C1c1ccccc1 (centres undefined),-8,-0.8,119,-10,-10,13,-15,-12,8,-2,10
O=C(N/N=C/c1cccnc1)c1cccc(N2CCCC2=O)c1,11,0.3,/,33,0,1,7,-4,-11,0,0
Cc1cccc(C(=O)NC(C)C(c2cccs2)N2CCOCC2)c1 (centres undefined),-5,-0.1,100,-10,/,-3,-4,5,4,-3,/
O=C(Nc1nnc(C2=COCCO2)o1)c1ccc(S(=O)(=O)N2CCCCC2)cc1,5,0.4,100,-21,29,/,7,-18,-10,1,-29
O=C(NC1=NCCS1)NC12CC3CC(CC(C3)C1)C2,0,2.1,101,-1,7,2,5,-13,-2,0,-7
Cc1ccc2c(c1)C1C[N+](C)(CC(=O)Nc3ccccc3Cl)CCC1N2C(=O)c1ccccc1Cl (centres undefined),-1,-1.5,103,-12,-11,-3,-4,-10,9,5,11
O=C(NC(=S)Nc1ccc2ncccc2c1)c1ccccc1,-1,0.2,97,75,-26,14,2,16,-8,5,26
Cc1cnc(C(=O)Nc2cccc3cccnc23)cn1,-14,0.1,86,/,-49,-8,-5,/,-21,-6,49
CCn1c(C)cc(/C=C2/SC(=S)N(CC(=O)O)C2=O)c1C,3,-2.9,103,-15,-9,14,-8,/,-3,10,9
O=C1CCCc2[nH]c3cccc(/C(=C/c4ccccc4)c4ccccc4)c3c21,-17,0.3,99,-3,8,-3,-10,-19,-1,/,-8
O=C(CSc1nnc(COc2ccc(Cl)cc2)o1)N1CCOCC1,-1,-5.9,98,2,/,0,-5,243,-7,8,/
Cc1c(-c2csc(N)n2)cnn1C,-2,0.7,/,3,2,-18,-6,-13,-1,-1,-2
CC(=O)NCC1CCCN(Cc2cn(-c3ccccc3)nc2-c2ccc3c(c2)OCO3)C1 (centres undefined),4,0.7,/,-2,6,7,-3,5,-6,2,-6
C=CC[C@@H](CC(=O)N[C@H](CO)Cc1ccccc1)C(=O)NC[C@H](OC(=O)[C@@H](CC=C)Cc1ccc(F)cc1)c1ccccc1,0,0.1,106,11,-13,-9,-3,5,3,/,13
CCCc1ccc(C(=O)CN2C(=O)C(=O)N(C3CCCC3)C2=O)cc1,-5,0.3,97,19,5,0,-10,38,-3,-1,-5
O=C(NO)c1ccc(OC(F)F)cc1,1,/,97,-3,14,-4,2,45,-2,24,-14
COc1cc(OC)c(C2N(c3cc(C)on3)C(=O)C3CCCN32)cc1OC (centres undefined),0,0.7,97,10,20,24,-5,1,-1,-1,-20
Cc1ccc2occ(/C=N/NC(=O)c3ccncc3)c(=O)c2c1,-9,1.5,108,7,5,-9,-3,-58,-3,0,-5
Cc1ccc(NC(=O)c2ccc(-n3cncn3)c([N+](=O)[O-])c2)cc1,-8,-0.8,/,/,-14,-9,5,-4,-6,0,14
NC(=O)c1ccsc1NC(=O)COC(=O)Cc1ccccc1Cl,-5,-4.4,/,-3,11,4,-9,3,-11,-1,-11
Cc1ccc(CNC(=O)N2CCN(C)CC2)cc1,-8,0.0,98,-3,24,13,-10,14,3,-3,-24
CCCCNC(=O)c1cc2c(-c3ccc(Cl)cc3)nn(C)c2s1,3,1.2,101,-17,-69,6,2,332,-12,/,69
CC(=O)Nc1c(-c2ccccc2Cl)c(=O)c2ccccc2n1C,-3,0.9,102,-4,-37,1,5,-13,-1,1,37
CCOc1ccc(N2C(=O)CC(NCCc3c[nH]c4ccccc34)C2=O)cc1 (centres undefined),1,-0.6,99,25,-10,1,-12,-3,-1,1,10
COc1ccc(NC(=O)CSc2nc(N)cc(=O)[nH]2)cc1S(=O)(=O)N1CCCCC1,-3,1.7,95,0,31,11,-2,/,-12,-1,-31
Cc1ccc(C(=O)C(C)OC(=O)CNC(=O)c2ccc(Br)o2)cc1 (centres undefined),-17,-1.0,102,-6,-10,-8,-12,466,-11,1,10
Cc1ccc(OCC(=O)OC2CCS(=O)(=O)C2)cc1 (centres undefined),-2,6.8,102,/,5,10,-12,-2,4,0,-5
CCCCC(=O)NNC(=O)CC(=O)Nc1ccccc1C(=O)O,-10,-0.5,93,0,/,-5,0,-16,10,-2,/
Cc1ccc(S(=O)(=O)N/N=C/c2cccs2)cc1,1,-0.3,98,-7,19,-3,-5,19,-11,23,-19
Cc1onc(-c2ccccc2)c1C(=O)N1CCN(Cc2ccccc2)CC1,4,1.0,110,-4,11,-27,5,1,-13,-2,-11
O=C(CCl)c1ccc2c(c1)CCN2C(=O)C1CCCCC1,-5,0.1,125,-13,-18,8,-7,-8,-17,-2,18
CCN(CC)S(=O)(=O)c1ccc2c(c1)c(C(=O)O)cn2C,1,-0.1,/,3,39,2,-2,3,2,0,-39
CC(=O)Nc1ccc(S(=O)(=O)Nc2nc3ccccc3nc2N2CCc3ccccc3C2)cc1,-8,-0.7,92,-22,35,0,-8,252,-4,-3,-35
O=C(Nc1ccc(Cl)c([N+](=O)[O-])c1)C(NCCCO)c1ccccc1 (centres undefined),-4,3.2,110,-10,-14,5,-1,-18,-1,1,14
CCOC(=O)c1c(C)[nH]c(NC(=O)Nc2ccc(NC(C)=O)cc2)c1C,2,-0.8,107,-9,-13,-4,-4,173,1,1,13
C=CCOc1ccc(/C(O)=C2\C(=O)C(=O)N(CCCOC)C2c2ccc(O)c(OC)c2)cc1 (centres undefined),-2,-1.1,110,-11,15,-1,6,1,1,0,-15
N#CCCn1nnc(-c2ccccc2F)n1,-7,-1.7,107,4,27,2,-4,1,0,5,-27
O=C(CNC(=O)c1cccc(Br)c1)N/N=C/c1cccs1,-13,-1.0,113,/,0,3,1,-3,1,2,0
Cc1nn(CC(=O)NC2CCC(C)CC2)c(C)c1[N+](=O)[O-] (centres undefined),-12,3.1,105,2,-1,-5,-10,-10,-4,-2,1
